# RGS8-Gao: regulators of human RGS8-Galphao interaction; P09471; multiplexed bead flow cytometry, RGS8-Galphao binding; actives lie on both sides; response (percent of control binding), % at 10 µM; 220,000 tested, 0.34% active; AID 1423; in the data active = response below about 60% or above about 140%; inactive = in between;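 also: Galphao activated as the GDP aluminium fluoride complex binding bead-coupled RGS8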
# Target sequence (P09471 whole entry, looked up): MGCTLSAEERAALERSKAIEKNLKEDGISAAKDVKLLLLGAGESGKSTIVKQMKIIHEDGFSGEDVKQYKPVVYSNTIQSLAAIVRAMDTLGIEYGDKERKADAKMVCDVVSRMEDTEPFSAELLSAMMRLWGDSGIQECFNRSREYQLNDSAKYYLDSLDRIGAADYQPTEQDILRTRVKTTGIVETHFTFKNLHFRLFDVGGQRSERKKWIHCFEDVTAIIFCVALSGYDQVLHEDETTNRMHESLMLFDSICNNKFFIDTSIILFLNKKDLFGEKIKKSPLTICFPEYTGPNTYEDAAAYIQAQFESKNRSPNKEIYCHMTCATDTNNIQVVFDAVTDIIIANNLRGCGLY
# RGS7-Gao: human RGS7-Galphao interaction regulation; Multiplexed bead flow cytometry, RGS7-Galphao binding; actives lie on both sides; 220,000 tested, 0.35% active; binding response (% of control), % at 10 µM; P09471; in the data active = binding response below about 49% or above about 150%; inconclusive = no clear call, values can overlap the other calls; inactive = in between;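 also: fluorescent Galphao held in activated GDP-AlF4 state binding bead-coupled RGS7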
# RGS4-Gao reg: modulates binding of RGS4 to human Galphao. Multiplexed bead flow cytometry; actives lie on both sides. binding response (% of control), % at 10 µM. 220,000 tested, 0.33% active; in the data active = binding response below about 49% or above about 150%; inactive = in between;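 also: fluorescent Galphao activated with aluminum fluoride binding bead-coupled RGS4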
# * marks the source's active call; other numbers are inactive results; u = inconclusive; & = joins results of further samples. This is a subset. The share of hits here may be higher or lower than overall.
# Fields: RGS8-Gao, RGS7-Gao, RGS4-Gao reg
- NC(=O)C1CCN(C(=O)c2ccc(Oc3cc(Cl)cc(Cl)c3)o2)CC1
    101, u, 105
- CCN(CC)CCC(=O)Nc1cccc2c1C(=O)c1ccccc1C2=O
    99, u, 97
- O=[N+]([O-])c1ccccc1NC1CCN(Cc2ccccc2)CC1
    109, u, 112
- CC(=O)c1nnn(-c2ccc(F)cc2F)c1C
    96, u, 112
- CN(C)c1c(F)cc(C(=O)NCc2ccccc2)cc1F
    99, u, 100
- COc1ccc(NS(=O)(=O)c2cn(C)cn2)cc1
    102, u, 100
- C=CCN(CC=C)C(=O)C[n+]1ccc(C(N)=O)cc1
    99, u, 98
- Clc1cccc(C2=NOC(c3nnc(-c4ccccc4)o3)C2)c1 (stereo not drawn)
    103, u, 102
- O=C(Nc1cc(S(=O)(=O)N2CCOCC2)ccc1N1CCCC1)c1cccnc1Cl
    100, u, 105
- CCOC(=O)N1CCc2c(sc3nc4n(c(=O)c23)N=C(c2ccc(OC)cc2)CS4)C1
    97, u, 97
- O=C(Nc1ccc(C2SCCS2)cc1)c1ccccc1
    102, u, 99
- O=c1[nH]c(-c2ccc(Cl)cc2)nc(=S)[nH]1
    99, u, 97
- COc1ccc(/C(C)=N/Nc2ccccc2Cl)c(O)c1
    100, u, 101
- O=C(N/N=C\c1ccc(Cl)cc1)C1=NOC2COC3(CCN(c4ccc([N+](=O)[O-])cc4)CC3)OCC12 (stereo not drawn)
    101, u, 105
- CC(=O)N1N=C(c2ccncc2)OC1(Cc1ccccc1)Cc1ccccc1
    101, u, 96
- C[C@]12CCC3c4ccc(OCC(=O)O)cc4CCC3C1CCC2=O (stereo partly drawn)
    103, u, 100
- COc1cc(C(F)(F)F)nc2ccc(C#CCOC(=O)Nc3ccccc3)cc12
    103, u, 101
- O=C(COC(=O)c1ccc(F)cc1F)Nc1ncccn1
    96, u, 100
- CC(C)S(=O)(=O)c1cnc(N2CCOCC2)nc1N
    100, u, 105
- Cc1cc(C)c2c(N)c(C(=O)NN3CC(=O)N(c4ccccc4)CC3=O)sc2n1
    100, u, 97

# Structural class, the compounds so far containing two or more sulfur atoms.
# Fields: RGS8-Gao, RGS7-Gao, RGS4-Gao reg
- CCOC(=O)N1CCc2c(sc3nc4n(c(=O)c23)N=C(c2ccc(OC)cc2)CS4)C1
    97, u, 97
- O=C(Nc1ccc(C2SCCS2)cc1)c1ccccc1
    102, u, 99

# Profiles from above. Order of screens: RGS8-Gao	RGS7-Gao	RGS4-Gao reg
# Clc1cccc(C2=NOC(c3nnc(-c4ccccc4)o3)C2)c1 (stereo not drawn) in the list: 103	u	102
# CC(=O)c1nnn(-c2ccc(F)cc2F)c1C in the list: 96	u	112

# Retrieved by structure from the entries so far (2):
# Fields: RGS8-Gao, RGS7-Gao, RGS4-Gao reg
- O=C(Nc1cc(S(=O)(=O)N2CCOCC2)ccc1N1CCCC1)c1cccnc1Cl
    100, u, 105
- C[C@]12CCC3c4ccc(OCC(=O)O)cc4CCC3C1CCC2=O (stereo partly drawn)
    103, u, 100

# Later entries
# Fields: RGS8-Gao, RGS7-Gao, RGS4-Gao reg
- O=C(O)CC/C(=N\Nc1ccc([N+](=O)[O-])cc1)c1ccccc1
    103, u, 102
- Cc1ccc(S(=O)(=O)N2CCSC2=Nc2ccccc2)cc1
    99, u, 96
- O=S(=O)(c1cc(Br)c(Cl)s1)N1CCCC1
    100, u, 98
- COc1ccc(NC(=O)CSc2nnc(C3CCCCC3)n2N)cc1
    104, u, 109
- C/C(=N\Nc1ccc(C(=O)c2c(C)cc3ccccn23)cc1[N+](=O)[O-])c1ccc(O)cc1
    103, u, 100
- COc1ccc(C(=S)N2CCN(c3ccccc3C)CC2)cc1
    109, u, 107
- CC(=O)Nc1cccc(OCCCNC(=O)c2cccc3ccccc23)c1
    101, u, 92
- O=C(Nc1ccc(F)cc1)OCCOc1ccc([N+](=O)[O-])cc1
    100, u, 101
- CCCCOP(=O)(c1ccc(N(C)C)cc1)C(O)c1ccc(OC)c(OC)c1 (stereo not drawn)
    103, u, 104
- O=C(CN1C(=O)COc2ccc(S(=O)(=O)N3CCOCC3)cc21)NCc1ccco1
    106, u, 104
- Cc1ccc(-c2nnc(SCC(=O)N/N=C/c3ccccc3C(=O)O)n2-c2ccc(Cl)cc2)cc1
    99, u, 96
- COc1ccc(C(=O)NCCCOc2cccc(NC(C)=O)c2)cc1
    102, u, 102
- COc1cc(/C=N/N=C(\N)c2nonc2N)cc(OC)c1O
    98, u, 102
- COc1ccc(CCNC(=O)C2CC(c3ccccc3C(F)(F)F)=NO2)cc1 (stereo not drawn)
    102, u, 100
- O=C(Cn1cnc2ccccc2c1=O)N/N=C/c1ccc(Br)cc1
    76, u, 83
- S=C(NCCc1ccccc1)N/N=C/c1ccc(Cl)cc1
    100, u, 97
- CCOC(=O)c1ccc(Nc2sc(C(=O)c3cccc([N+](=O)[O-])c3)c(N)c2C#N)cc1
    95, u, 73
- Cn1c(=S)oc2ccccc21
    98, u, 96
- O=C(NNC(=S)NC1CC2C=CC1C2)c1cccnc1 (stereo not drawn)
    96, u, 93
- O=C(N/N=C/c1ccccc1)c1ccco1
    100, u, 106
- CCOc1ccc(-n2cnc3sc4c(c3c2=O)CCCC4)cc1
    100, u, 109
- CNNC(=S)Nc1cccc(SC)c1
    95, u, 92
- CC(=O)C1C(c2ccc(F)cc2)c2c(noc2C)CC1(C)O (stereo not drawn)
    101, u, 96
- O=C(Cc1ccc(Cl)cc1)NNC1CC(=O)N(c2ccc3ccccc3c2)C1=O (stereo not drawn)
    103, u, 103
- Cc1cc(=O)[nH]c2nnnn12
    102, u, 101
- O=C(O)c1ccccc1C(=O)Nc1ccc(-n2ccc(C(F)(F)F)n2)cc1
    103, u, 101
- Cn1cc([N+](=O)[O-])c(C(=O)Nc2ccc(-c3nc4ccccc4o3)cc2)n1
    100, u, 104
- CSCC[C@H](NC(=O)OC(C)(C)C)C(=O)N/N=C/c1ccc2nccnc2c1
    104, u, 100
- CCCCCCCC1(C)NC(=O)NC1=O (stereo not drawn)
    103, u, 104
- COc1ccc(C)cc1NC(=O)C(=O)N1CCCC1
    94, u, 95
- CC(=O)c1c(C)oc2ccc(N(C(C)=O)S(=O)(=O)c3cccc4cccnc34)cc12
    102, u, 106
- S=c1nc(-c2cc(Cl)cc(Cl)c2)[nH][nH]1
    96, u, 89
- Cn1c(CCN2CCOCC2)nc2cc(NS(=O)(=O)c3ccccc3)ccc21
    101, u, 90
- Cc1ccc([N+](=O)[O-])c(C(=O)N/N=C/c2cccnc2)c1
    100, u, 99
- O=C(N/N=C/C=C/c1ccccc1[N+](=O)[O-])c1ccncc1
    98, u, 96
- COC(=O)N(NC(=O)C(O)(C(C)C)C(C)C)c1ccccc1
    103, u, 103
- S=c1[nH]nc(-c2cc(-c3ccccc3)n[nH]2)n1/N=C/c1ccc(Br)s1
    101, u, 97
- COc1ccccc1/C=C/C=N/n1c(-c2ccco2)n[nH]c1=S
    99, u, 102
- CCC(=O)NC1=C(Cl)C(=O)C(NC(=O)CC)=C(Cl)C1=O
    53*, u, 73
- O=C1NC(SCCCF)=N/C1=C/c1ccc(-n2cncn2)cc1
    101, u, 97
- CCCC(=O)Nc1c(-c2ccccc2)c(=O)c(C)nn1-c1ccc(C)cc1
    99, u, 101
- CC(NC(=O)C(=O)Nc1nccs1)c1ccccc1 (stereo not drawn)
    97, u, 94
- COc1ccc(C(=O)Oc2ccc[nH]c2=O)cc1
    105, u, 121
- O=C(CN1C(=O)CCC1=O)NC(=O)NC1CCCC1
    104, u, 108
- NC(=S)N1CCCc2ccccc21
    102, u, 107
- CC(=O)Nc1ccc(S(=O)(=O)N(CC(=O)Nc2cc(C)on2)Cc2ccc(F)cc2)cc1
    101, u, 103
- Nc1nonc1-n1nnc(C(=O)N/N=C/c2ccc(OCc3ccc(F)cc3)cc2)c1COc1ccccc1
    99, u, 101
- O=C(Cc1ccccc1F)NCC1(N2CCOCC2)CCCCC1
    103, u, 104
- CC12CCC(C(=O)N/N=C/c3ccc(O)cc3)(OC1=O)C2(C)C (stereo not drawn)
    100, u, 95
- COc1ccccc1NC1=Nc2cccc3cccc1c23
    100, u, 98
- C/C(=N\Nc1ccc(Cl)c(C(=O)O)c1)c1cccc([N+](=O)[O-])c1
    100, u, 111
- Cc1cc(NC(=O)/C=C\C(=O)O)c([N+](=O)[O-])cc1C
    100, u, 98
- CS/C(=C(/C#N)S(=O)(=O)c1ccc(Cl)cc1)N1CCOCC1
    107, u, 111
- Nc1c(Cl)ncnc1N/N=C/c1cccc(O)c1
    102, u, 101
- Nc1c(C(=O)N/N=C/c2ccc([N+](=O)[O-])cc2)cnn1-c1ccccc1
    94, u, 73
- Cc1onc(-c2c(Cl)cccc2Cl)c1NC(=O)NNc1ccccc1
    94, u, 96
- O=C(O)C1C(C(=O)O)C1(c1ccccc1)c1ccccc1 (stereo not drawn)
    99, u, 100
- COc1nc(-c2cccc([N+](=O)[O-])c2)nc2ccccc12
    89, u, 82
- Nc1nonc1C(=O)N/N=C/c1ccc(Br)o1
    103, u, 106
- Cc1ccc2c(c1)C1CN(C)CCC1N2C(=O)COc1ccccc1F (stereo not drawn)
    100, u, 96

# The list goes on.
# Fields: RGS8-Gao, RGS7-Gao, RGS4-Gao reg
- CC1=NN(C(C#N)c2ccccc2)C(c2ccccc2)C1 (stereo not drawn)
    91, u, 85
- CCN(CC)S(=O)(=O)c1cccc(-c2csc(C)n2)c1
    98, u, 99
- O=C1C2C(c3ccccc3)CC=CC2[C@H](c2ccc(C(F)(F)F)cc2)N1Cc1ccccc1 (stereo partly drawn)
    102, u, 105
- CNC(=O)c1nc(C)c(C2(C)CC(c3cccc([N+](=O)[O-])c3)=NO2)s1 (stereo not drawn)
    100, u, 106
- CCCC1Cc2nc(Cl)c(C#N)cc2CO1 (stereo not drawn)
    100, u, 93
- COC(=O)c1ccc(S(=O)(=O)N(C2CCCCC2)C2CCCCC2)n1C
    103, u, 106
- NC(=O)c1ccc(NC(=O)CSc2nnc(-c3ccncc3)n2Cc2ccco2)cc1
    98, u, 90
- O=C(CCl)Nc1ccc(Sc2ccc(NC(=O)CCl)cc2)cc1
    98, u, 95
- Cc1ccc(/C=N/n2c(-c3ccncc3)n[nH]c2=S)s1
    94, u, 82
- Cc1ccc(C)c(N2N=C(C(=O)Nc3ccc(S(=O)(=O)N4CCCC4)cc3)CCC2=O)c1
    100, u, 100
- Cc1cc(=O)[nH]c(N/N=C/c2ccc3c(c2)OCCO3)n1
    109, u, 98
- CC#CCN1c2ccccc2[C@]23C[C@@H](C(=O)OC)N(C(=O)OCC)C2=NC(C(=O)OC)=C(C(=O)OC)[C@H]13
    102, u, 97
- CCCc1c(C)[nH]c2ccc(C(=O)O)cc2c1=S
    92, u, 97
- CC(=O)c1ccc(-c2ccc([C@H]3[C@@H]4C=CCC[C@@]4(C)C(=O)N3Cc3ccccc3)c(F)c2)cc1
    100, u, 103
- O=C(Nc1ccc(Br)cc1)Nc1ccccc1Cl
    99, u, 93
- O=C(COC(=O)c1ccc(NS(=O)(=O)c2cccs2)cc1)NCc1ccco1
    98, u, 88
- O=C(Nc1ccc2c(c1)OCCO2)c1cccnc1Oc1ccccc1
    95, u, 90
- COc1cccc(/C=N/NC(=O)CNC(=O)COc2cccc(C)c2)c1O
    93, u, 84
- Cc1ccc(-c2ccc(/C=N/NC(N)=S)o2)cc1
    87, u, 95
- C/C=C(\C)C(=O)Nc1cccc(C2=NOC3(C2)C[C@H](C(N)=O)N(C(=O)c2cc([N+](=O)[O-])cc([N+](=O)[O-])c2)C3)c1 (stereo partly drawn)
    102, u, 101
- O=C(N/N=C/c1ccc(O)cc1)c1cc(C23CC4CC(CC(C4)C2)C3)[nH]n1
    88, u, 84
- CCc1ccc(N(C2C=CS(=O)(=O)C2)S(=O)(=O)c2ccc(C)cc2)cc1 (stereo not drawn)
    108, u, 115
- Clc1ccc(-c2nc3ccccc3[nH]2)cn1
    102, u, 98
- COC(=O)c1ccc(S(=O)(=O)NCc2ccc(S(N)(=O)=O)cc2)o1
    102, u, 101
- COC(=O)c1ccc(Cn2nnc3ccccc32)cc1
    101, u, 103
- Cc1ccc(NC(=O)Cn2c(O)c(N=NC(N)=O)c3ccccc32)cc1
    103, u, 102
- Oc1ccccc1Nc1nc(NCc2ccco2)c2ccccc2n1
    95, u, 88
- CCSC1=N/C(=C\C=C2/Oc3ccccc3N2CC)C(=O)S1
    100, u, 96
- O=C(c1ccc(Cl)cc1Cl)N1CCSCC1
    100, u, 104
- CC1(C)CC(CCN)(Cc2ccccc2Cl)CCO1 (stereo not drawn)
    102, u, 104
- CCOC(=O)c1c(O)cc(C)[nH]c1=O
    100&97, u, 101&80
- S=c1[nH]nc(COc2ccccc2)n1/N=C/C=C/c1ccco1
    98, u, 103
- Oc1ccc(/C=N/NC(=S)NC2CC3CCC2C3)cc1 (stereo not drawn)
    104, u, 107
- O=S(=O)(Nc1cc(C(F)(F)F)ccc1N1CCOCC1)c1ccccc1
    97, u, 100
- O=C(c1ncc[nH]1)c1cccs1
    98, u, 95
- O=C1NC[C@H](c2ccccc2)N(CCc2cccc3ccccc23)C1=O
    90, u, 85
- COC(=O)c1cnc(Oc2ccc(NC(=O)NC(=O)c3ccccc3Cl)cc2)cc1C(F)(F)F
    100, u, 100
- O=c1cc(-c2cccc(Cl)c2)oc2cccc(O)c12
    99, u, 104
- O=C(CN1C(=O)/C(=C\c2cccs2)SC1=S)Nc1cccc(C(=O)O)c1
    97, u, 94
- CCCCN(C(=O)Oc1ccccc1)C1CCS(=O)(=O)C1 (stereo not drawn)
    98, u, 99
- O=C(NC(=S)Nc1ccc(Br)cn1)c1cccnc1
    99, u, 96

# Screens as filed in PubChem BioAssay.
